DRD3 antagonist – qHTS of D3 Dopamine Receptor Antagonist: qHTS | D(3) dopamine receptor (Homo sapiens), P35462 | D3R cells, DiscoveRx beta-arrestin luminescence, antagonist mode; hits give low values | max response, negative = inhibition, % | 360,000 tested, 2.5% active; in the data active = max response below about -50%; inconclusive = no clear call, values can overlap the other calls; note: % is set by controls: 0 for no effect and ±100 for the full control effect; mostly tested at two doses, the higher about 12 µM
Target sequence (P35462 whole entry, looked up): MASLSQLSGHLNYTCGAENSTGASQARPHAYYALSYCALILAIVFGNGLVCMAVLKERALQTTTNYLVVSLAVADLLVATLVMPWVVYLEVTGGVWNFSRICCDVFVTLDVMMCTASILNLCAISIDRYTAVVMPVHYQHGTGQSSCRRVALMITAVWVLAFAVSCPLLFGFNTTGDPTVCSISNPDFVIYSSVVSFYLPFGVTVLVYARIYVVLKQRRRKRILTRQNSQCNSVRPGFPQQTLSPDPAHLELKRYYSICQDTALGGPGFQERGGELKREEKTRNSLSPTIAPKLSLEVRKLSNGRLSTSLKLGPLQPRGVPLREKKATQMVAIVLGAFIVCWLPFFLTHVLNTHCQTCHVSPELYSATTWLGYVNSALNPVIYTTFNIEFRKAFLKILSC
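Cells expressing the human receptor were seeded at 1500 cells/well, incubated overnight at 37 degrees C in 5% CO2, then exposed to library compounds with dopamine controls for 90 minutes at 37 degrees C before luminescent detection.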
GLP-1R inv ag – qHTS of GLP-1 Receptor Inverse Agonists (Inhibition Mode). Glucagon-like peptide 1 receptor (Homo sapiens), P43220. HEK293 GLP-1R CRE-luciferase, luminescence, 24 h; GLP-1R form is constitutively active. Potency, µM (highest dose often 38.3 µM), for the others: top-dose activity change, negative = inhibition, actives largely listed as inhibitors. 410,000 tested, 1.6% active; note: potency is the fitted concentration of half-maximal effect; % is set by controls: 0 for no effect and ±100 for the full control effect; nearly all actives have a fitted effect of over 55% in size
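Inverse agonists were sought by their lowering of basal cAMP reporter luciferase output in HEK293 cells stably carrying constitutively active human GLP-1R, after 24 h compound treatment.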
KB-V1 cytotox – qHTS assay for MDR1-selective chemotherapeutics: Primary screen using the drug-selected MDR subline cells KB-V1; Potency, µM (top dose mostly 46.1 µM), inactives show top-dose activity change, negative = cytotoxicity, usual class: cytotoxic; 400,000 tested, 3.4% active; KB-V1 MDR cells viability, CellTiter-Glo, 72 h; note: potency is the fitted concentration of half-maximal effect; % is set by controls: 0 for no effect and ±100 for the full control effect; nearly all actives have a fitted effect of over 60% in size
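Following 72 h at 37 degrees C with compound, KB-V1 cell viability was read by CellTiter-Glo luminescence, medium being phenol-red-free DMEM plus 10% FBS; concentration-response parameters came from normalized, curve-fitted qHTS data.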
TDP43 rescue – qHTS of TDP-43 Inhibitors; TDP-43 expressing yeast growth rescue, BacTiter-Glo, 24 h; Potency, µM (titrated, usually from 46.1 µM), without a hit: top-dose growth rescue (activation), most hits filed as activators; 410,000 tested, 1.8% active; note: potency is the fitted concentration of half-maximal effect; % of control where 0% means no effect; nearly all actives have a fitted effect of over 50% in size
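Growth rescue of TDP-43-toxic yeast measured as ATP luminescence (BacTiter-Glo). Cells grown to mid-log in raffinose, induced in galactose at OD600=0.02, exposed to compound 24 hr at 30 deg C.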
GLP1R ag – qHTS of GLP-1 Receptor Agonists. Potency, µM (top dose mostly 45.6 µM), for the others: at the top dose activation, hits mostly activators. HEK293 GLP-1R CRE-luciferase, luminescence, 4-6 h; cells express a hypersensitive GLP-1R form. Glucagon-like peptide 1 receptor (Homo sapiens), P43220. 380,000 tested, 0.007% active; note: potency is the fitted concentration of half-maximal effect; % of control where 0% means no effect
PTHR1 agonist – qHTS for PTHR1 Agonists: Primary Screen | 410,000 tested, 0.075% active | AID 743266, 2014 | HEK293 GP2 PTHR1 cells, GloSensor cAMP luminescence, 1 h | Potency, µM (highest dose often 115 µM), without a hit: top-dose activation, hits mostly activators | Parathyroid hormone/parathyroid hormone-related peptide receptor (Homo sapiens), Q03431; note: potency is the fitted concentration of half-maximal effect; nearly all actives have a fitted effect of over 55% in size; some results filed as inactive show a strong effect at the top dose; inactives centre near -15; many of its hits are not listed in these tables
Target sequence (Q03431 whole entry, looked up): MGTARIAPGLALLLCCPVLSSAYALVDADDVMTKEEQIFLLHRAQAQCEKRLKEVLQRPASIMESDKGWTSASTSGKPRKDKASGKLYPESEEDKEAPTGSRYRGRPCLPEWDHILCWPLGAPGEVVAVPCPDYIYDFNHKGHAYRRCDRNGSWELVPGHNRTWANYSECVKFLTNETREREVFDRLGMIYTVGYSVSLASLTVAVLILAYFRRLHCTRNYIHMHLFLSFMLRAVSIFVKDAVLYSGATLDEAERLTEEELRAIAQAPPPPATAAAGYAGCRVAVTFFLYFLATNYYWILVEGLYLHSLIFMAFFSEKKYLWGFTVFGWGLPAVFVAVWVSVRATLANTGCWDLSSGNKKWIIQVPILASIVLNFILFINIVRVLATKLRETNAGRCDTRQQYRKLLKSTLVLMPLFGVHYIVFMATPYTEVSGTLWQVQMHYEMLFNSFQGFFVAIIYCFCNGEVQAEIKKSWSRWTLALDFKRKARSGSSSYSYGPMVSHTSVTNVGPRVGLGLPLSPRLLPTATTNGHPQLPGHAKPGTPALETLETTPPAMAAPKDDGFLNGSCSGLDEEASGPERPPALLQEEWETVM
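HEK-293-derived GP2 cells expressing PTHR1 and a GloSensor cAMP reporter, 3,000/well, plated overnight, given luciferin plus IBMX (each 0.5 mM as added) for 1 h at 37 °C, then compound for 1 h at 37 °C. Luminescence was read after 15 min at room temperature.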
HEK293 tox – qHTS of GLP-1 Receptor Inverse Agonists: Cytotox Screen; HEK293 cAMP-luciferase reporter cells, luminescence, 24 h; AID 624418, 2012; 410,000 tested, 0.13% active; Potency, µM (series often up to 38.3 µM), for inactives: at the highest dose activity change, negative = inhibition, most hits filed as inhibitors;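 note: loss of luciferase light is scored as toxicity; potency is the fitted concentration of half-maximal effect; % is set by controls: 0 for no effect and ±100 for the full control effect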
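Cells in DMEM/10% Nu serum/1% pen-strep, 1536-well format. Pre-incubated 12 h, dosed with 23 nL compound, incubated a further 24 h. Luciferase detection, 12 min at room temp, luminescence.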
DRD3 agonist – qHTS of D3 Dopamine Receptor Agonist: qHTS. D3R DiscoveRx beta-arrestin cells, luminescence, 90 min. AID 652048, 2013. 410,000 tested, 0.58% active. D(3) dopamine receptor (Homo sapiens), P35462. max activation, %; in the data active = max activation above about 30%; note: 0% is about no effect; mostly tested at two doses, the higher about 12 µM
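Agonist-mode cell screen: cells plated at 1500/well and incubated overnight at 37 °C, then exposed to library compounds for 90 min at 37 °C. Detection reagent was added for 30–60 min at room temperature, and luminescence was read.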
aSyn rescue – qHTS of alpha-syn Inhibitors | Potency, µM (highest dose often 46.1 µM), for the others: top-dose growth rescue (activation), usual class: activators | 370,000 tested, 0.14% active | AID 652106, 2013 | Yeast expressing alpha-synuclein, growth rescue, BacTiter-Glo, 24 h; note: potency is the fitted concentration of half-maximal effect; % of control where 0% means no effect; nearly all actives have a fitted effect of over 65% in size
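Galactose-induced alpha-syn yeast (OD600=0.02, raffinose-pregrown) + pinned cpd, 24 hr, 30 deg C; growth by BacTiter-Glo luminescence. Growth restoration scores as activation.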
* hit, by the source's call; i = inactive; u = inconclusive; x = no result given; & = joins results of further samples; [ ] = another dose, or the depositor's remark. Unless noted, calls come from the whole dose curve; as a rule, active = well fitted curve in the direction sought with a large enough effect; inconclusive = small, poorly fitted or top-dose-only effect, or another doubt; inactive = no such curve, though single readings can be large; an effect the other way counts as inactive or inconclusive.

SMILES	DRD3 antagonist	GLP-1R inv ag	KB-V1 cytotox	TDP43 rescue	GLP1R ag	PTHR1 agonist	HEK293 tox	DRD3 agonist	aSyn rescue
CCC(C(=O)NCc1ccccc1)n1c(CSCCOc2ccccc2)nc2ccccc21 (stereo unspecified)	2.9	2.4%	u	37.2%	x	i	-8.2%	-2.1	15.8%
CCOC(=O)[C@]12CCCC=C1N(Cc1ccc(Cl)cc1Cl)C(=O)[C@H](CC(=O)NCc1ccc(OC)c(OC)c1)C2	6.2	u	18.4µM*	11.7%	-0.3%	-47.9%[inhibitor]	-2.1%	0.4	7.2%
Cc1csc(NC(C)c2nc3cc(Cl)c(Cl)cc3n2CCCO)n1 (stereo unspecified)	8.5	u	-5.6%	6.5%	10.0%	i	u	8.3	1.5%
Cn1c(CC2Sc3ccccc3NC2=O)nnc1SCC(=O)c1ccc(Cl)cc1 (stereo unspecified)	u	-12.2%	-13.3%	7.8%	-5.4%	-23.8%	-7.4%	-13.9	-0.1%
Cc1cc(C)c2nc(N(CCN(C)C)C(=O)c3ccc(S(=O)(=O)N(C)CC4CCCO4)cc3)sc2c1 (stereo unspecified)	-19.4	10µM*	2.5%	6.1%	-6.3%	-1.5%	5.3%	-11.6	15.2%
CCn1c(C)c(C)c2cc(C(=O)NCCCN3CCCC3)ccc21	-3.7	-22.1%	11.4%	-6.3%	-1.5%	i	6.1%	-21.2	3.6%
Cc1cccc(OCc2nnc(SCC(=O)Nc3ccc(C)c(C)c3)o2)c1	10.2	-23.7%	-3.1%	4.2%	-2.6%	18.7%[57.5 µM]	-9.1%	-6.7	-9.2%
CCC(=O)C1CCCN(C(=O)c2ccc3nc(-c4cccc(OC)c4)oc3c2)C1 (stereo unspecified)	4.5	-20.2%	-0.5%	u	8.8%	i	-6.2%	6.2	14.8%
CC(C)/C=C/C(=O)N1CCC(N2CCC(C(=O)N3CCOCC3)CC2)CC1	73.1	-1.7%	8.7%	x	2.1%	i	-1.0%	7.6	0.3%
COC(=O)c1cc(C#N)c(N2CCOCC2)nc1C	4.7	10.6%	-4.2%	-6.8%	u	i	0.0%	-4.6	4.0%
CCOc1ccccc1C(=O)NCc1ccc2c(c1)CCN2C(=O)c1ccccc1	x	21.0%	-26.3%	20.7%	x	i	-15.8%	-7.7	x
COc1cccc(NC(=O)CN(C)C(=O)c2ccc3c(c2)CC(c2ccccc2)OC3=O)c1 (stereo unspecified)	16.3	-14.2%	0.0%	20.5%	0.7%	-34.3%[inhibitor]	-13.3%	4.6	10.3%
O=C(Nc1nc2c(F)cccc2s1)c1ccco1	16.8	5.7%	3.2%	u	-2.2%	-90.8%[inhibitor]	-13.0%	1.4	-5.3%
CC1CCCN(C(=O)CCc2ccccc2)C1 (stereo unspecified)	16.2	-17.2%	7.7%	0.0%	0.0%	i	-1.2%	-1.3	-3.2%
CCOC(=O)N1CCC(c2cc(=O)n3[nH]cc(C(=O)OC)c3n2)CC1	0.0	0.0%	-3.8%	7.7%	-5.2%	i	13.2%	-5.5	-15.6%
Cc1cccc(OCC(=O)Nc2ccc(N3CCN(C(=O)c4ccco4)CC3)cc2)c1	29.9	51.0%[activator]	u	21.3%	11.6%	-18.1%[57.5 µM]	-1.9%	27.9	0.7%
CN1CCN(CCCN(Cc2ccco2)C(=S)Nc2ccc(Cl)cc2)CC1	-4.5	u	-6.4%	-3.1%	4.9%	u	-3.2%	-8.2	-0.2%
N#Cc1c(N)n(-c2ccccc2N)c2nc3ccccc3nc12	0.1	11.5%	7.1%	4.2%	4.2%	i	-6.9%	-2.1	4.4%
COc1ccc(/C(C)=N/NC2=NCCN2)cc1Cl	-21.7	u	-0.5%	2.6%	1.3%	i	-11.6%	-4.6	-2.4%
Oc1c(/C=N/Nc2cccc3cccnc23)ccc2ccccc12	u	57.4%[activator]	0.2%	6.7%	-5.1%	-21.6%	-20.8%	-5.2	-10.1%
COc1ccc(CNc2nc(-c3cccnc3)nn2C(=O)c2cccs2)cc1	113.9	-10.4%	13.6%	-7.8%	0.4%	i	23.4%	2.3	-0.7%
O=S(=O)(c1cccc2nsnc12)N1CCCCC1	-10.2	-13.5%	8.2%	28.9%	1.8%	-12.6%	2.2%	3.4	-0.3%
Cc1ccc(NC(=O)c2sc3nc4n(c(=O)c3c2C)CCCCC4)c(Br)c1	x	7.7%	u	7.5%	x	-16.9%	-2.0%	2.2	x
CCC(=O)N1CCC1(C)C(=O)Nc1ccccc1 (stereo unspecified)	-13.5	8.5%	5.4%	11.2%	-1.9%	i	1.7%	-0.4	0.0%
Cc1ccc(CN2CCN(C(=O)C3CCC3)CC2)cc1	u	-0.7%	0.2%	-12.6%	2.0%	i	2.3%	-34.3	7.3%

Next results
SMILES	DRD3 antagonist	GLP-1R inv ag	KB-V1 cytotox	TDP43 rescue	GLP1R ag	PTHR1 agonist	HEK293 tox	DRD3 agonist	aSyn rescue
Clc1ccc(OCc2nnc(SCCN3CCCCC3)n2Cc2ccco2)cc1	u	0.0%	-16.8%	-15.0%	1.8%	i	-18.0%	-7.0	0.5%
CON1C(=O)CN(C(C)=O)C1c1ccc(Cl)cc1Cl (stereo unspecified)	-12.2	0.7%	6.0%	-5.2%	-2.1%	-1.8%[57.5 µM]	-12.6%	-2.8	-6.6%
CC(C)C1=Nc2cccc3cccc(c23)N1	2.4	42.2%[activator]	-25.6%	19.1%	2.7%	i	-12.3%	0.6	3.0%
CCn1c2ccccc2c2cc(NC(=O)CSc3nnc(-c4ccc(OC)c(OC)c4)n3N)ccc21	-0.5	-4.3%	19.0%	-14.7%	-9.6%	1.0%	8.8%	5.1	x
CC(C)(C)c1ccc(OCC(=O)N2CCN(c3ncccn3)CC2)cc1	-17.3	u	-10.0%	17.1%	-5.8%	-14.9%	3.7%	-14.1	0.0%
COc1ccc(NC(=O)C2CCN(S(=O)(=O)c3ccc(OC)c(OC)c3)CC2)cc1	1.7	-0.3%	-9.5%	-12.5%	3.8%	-3.6%[57.5 µM]	2.9%	0.1	-9.0%
C=CCOc1c(Br)cc(CNc2ccc3[nH]c(=O)[nH]c3c2)cc1OCC	-0.2	20.4%[7.66 µM]	-8.0%	-15.5%[9.22 µM]	12.3%	-22.5%	-1.3%[7.66 µM]	-0.8	-4.3%
CCOC(=O)CCC(NC(=O)c1ccc(Nc2nc3ccccc3nc2C(=O)OCC)cc1)C(=O)OCC (stereo unspecified)	1.1	11.2%	9.2µM*	7.5%	-1.8%	i	6.9%	-2.7	-8.2%
CC1(C(=O)NS(=O)(=O)c2ccc(F)cc2F)CCN1C(=O)Cc1ccc(-c2ccccc2)cc1 (stereo unspecified)	-21.0	-6.8%	-4.1%	0.0%	-5.3%	i	1.8%	-2.3	11.8%
O=C(Nc1ncc(C(F)(F)F)cc1Cl)c1ccc(S(=O)(=O)N2CCOCC2)cc1	66.6	6.9%	22.5%	x	-3.8%	i	-16.7%	14.4	0.3%
COCCCNC(=O)C1CCN(c2nc3ccc(Cl)cc3[nH]2)CC1	x	7.5%	u	-8.3%	x	-5.8%	0.9%	-4.9	x
C[N+](C)(CC#Cc1ccccc1)CC(=O)c1ccc(Cl)cc1	-11.8	-33.4%	2.4%	25.0%	0.9%	i	-14.1%	-12.3	7.4%
O=C(C[C@@H]1C/C=C\CCC(=O)O[C@H](c2ccccc2)CNC1=O)N[C@H](CO)Cc1ccccc1	u	12.0%	8.5%	22.0%	1.4%	i	0.0%	6.3	-2.3%
CN(C)S(=O)(=O)c1ccc(N2CCCC2)c(C(=O)NNC(=O)c2ccc(Br)cc2)c1	-1.0	60.4%[activator]	0.8%	-4.9%	14.0%	u	5.1%	-11.8	0.7%
Nn1c(SCc2ccc(F)cc2)nnc1-c1ccccn1	-11.7	28.0%	-3.1%	-24.7%	2.4%	-4.7%	u	1.3	-0.8%
CCOC(=O)c1sc2cccc(F)c2c1S(=O)(=O)NCc1ccccc1Cl	x	u	-3.9%	14.0%	x	-4.0%	-0.4%	6.6	x
COC(=O)c1cc(OC)c(OC)cc1NC(=O)c1cccc(OC)c1OC	14.2	111.3%[activator]	u	2.6%	12.9%	-15.8%	-7.8%	6.4	10.7%
CCOC(=O)CCC(=O)O[C@H]1[C@H](O[C@@H]2[C@@H](C)[C@H](O[C@H]3C[C@@](C)(OC)[C@@H](O)[C@H](C)O3)[C@@H](C)C(=O)O[C@H](CC)[C@@](C)(O)[C@H](O)[C@@H](C)C(=O)[C@H](C)C[C@@]2(C)O)O[C@H](C)C[C@@H]1N(C)C	-14.8	7.2%	10.9%	21.2%	4.9%	0.3%	-3.0%	4.3&-5.2	1.6%
Cc1ccc(Nc2nnc(-c3ccc(C)c(S(=O)(=O)N4CCN(C)CC4)c3)c3ccccc23)c(C)c1	x	10.6%	-9.6%	19.1%	x	-6.1%	3.5%	6.5	x
O=C(Nc1nc2ccccc2s1)c1ccccc1	-1.5	u	u	9.8%	-5.0%	-47.1%	-9.1%	0.6	-19.1%
Cc1ccc(C)c(NC(=O)Cn2c(=O)n(Cc3ccc4c(c3)OCO4)c(=O)c3oc4ccccc4c32)c1	x	4.7%	x	23.2%	x	18.0%	5.9%	5.4	x

Compound activity: PubChem, National Center for Advancing Translational Sciences (NCATS)

An excerpt; count on the stated rates, not on these rows.
